Compound activity: PubChem, several laboratories
SSB-PriA inh – inhibitors of Klebsiella pneumoniae PriA binding to SSB C-terminal tail. 0.6% of 430,000 active. AID 1272365. inhibition, % at 33 µM. AlphaScreen SSBct-PriA binding, biotinylated peptide; in the data active means inhibition mostly above about 37%, no sharp cut-off; inactive means mostly below about 20%;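 further: plate controls were negative control peptide for no effect and reference peptide for full effect; strong numbers were not always called active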
MazEF act – MazEF (E. coli) toxin RNase activation. P0AE70. FAM/BHQ RNA-DNA oligo cleavage fluorescence, 5 h. activation, % at 20 µM. 0.32% of 350,000 active; in the data active means activation above about 50%
Vc quorum ag – induces V. cholerae light production without autoinducers; V. cholerae BH1578 lux reporter, luminescence, 6 h; activation, % at 18.7 µM; 0.16% of 350,000 active; in the data active means activation mostly above about 9.7%, no sharp cut-off; inconclusive means no clear call, values can overlap the other calls; inactive means mostly below about 3.7%; further: not every result past the cut was called active; inactives centre near 0; reference of the scale not given here
Anthrax LF inh2 – anthrax lethal factor protease inhibition; P15917; multiplex microsphere protease cleavage assay, LF; inhibition, % at 10 µM; 0.12% of 360,000 active; in the data active means inhibition above about 30%; inconclusive means no clear call, values can overlap the other calls; further: plate controls were buffer without enzyme for full effect and enzyme alone for no effect
Target sequence (P15917 whole entry, looked up): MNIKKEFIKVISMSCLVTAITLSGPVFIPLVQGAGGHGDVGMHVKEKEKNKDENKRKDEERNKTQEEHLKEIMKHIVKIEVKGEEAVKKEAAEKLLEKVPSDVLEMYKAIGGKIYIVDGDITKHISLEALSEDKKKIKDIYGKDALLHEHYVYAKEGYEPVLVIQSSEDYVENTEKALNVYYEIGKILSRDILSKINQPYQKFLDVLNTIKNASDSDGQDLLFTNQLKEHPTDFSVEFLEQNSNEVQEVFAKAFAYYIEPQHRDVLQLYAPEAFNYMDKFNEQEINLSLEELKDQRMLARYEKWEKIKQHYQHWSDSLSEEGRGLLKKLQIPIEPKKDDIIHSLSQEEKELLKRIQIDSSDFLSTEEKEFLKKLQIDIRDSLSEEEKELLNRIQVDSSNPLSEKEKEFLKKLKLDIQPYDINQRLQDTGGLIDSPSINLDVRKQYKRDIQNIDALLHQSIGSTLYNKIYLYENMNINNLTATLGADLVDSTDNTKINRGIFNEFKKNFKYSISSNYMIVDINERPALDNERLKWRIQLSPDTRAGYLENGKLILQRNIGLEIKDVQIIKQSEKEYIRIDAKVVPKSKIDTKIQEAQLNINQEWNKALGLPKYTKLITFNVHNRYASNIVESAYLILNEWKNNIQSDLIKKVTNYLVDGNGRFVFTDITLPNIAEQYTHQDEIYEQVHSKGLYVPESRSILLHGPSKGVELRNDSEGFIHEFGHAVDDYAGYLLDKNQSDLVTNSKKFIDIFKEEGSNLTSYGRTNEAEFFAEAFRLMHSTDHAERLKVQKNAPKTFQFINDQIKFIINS
PfHsp40 yeast – restores yeast growth despite PfHsp40 toxicity; S. cerevisiae expressing PfHsp40, growth rescue, ATP luminescence; growth rescue, % at 12.5 µM; 0.68% of 340,000 active; AID 504582; in the data active means growth rescue above about 28%, passing the limit was not always enough; inconclusive means no clear call, values can overlap the other calls;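 further: yeast W303a lacking pdr1 and pdr3 grown in galactose medium; growth measured after three days at 30 °C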
Rv3671c inh – inhibitors of M. tuberculosis serine protease Rv3671c | P9WHR9 | 0.048% of 320,000 active | inhibition, % at 5.96 µM; in the data active means inhibition above about 38%;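 further: extracellular domain of Rv3671c used as enzyme; 0% = enzyme with DMSO and 100% = no enzyme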
DUSP3 inh – DUSP3 (human) phosphatase inhibition | AID 1654 | recombinant VHR phosphatase, pNPP absorbance | inhibition, % at 13.3 µM | 0.52% of 290,000 active; in the data active means inhibition above about 50%; further: some compounds called inactive have numbers as strong as hits
Target sequence (P51452 whole entry, looked up): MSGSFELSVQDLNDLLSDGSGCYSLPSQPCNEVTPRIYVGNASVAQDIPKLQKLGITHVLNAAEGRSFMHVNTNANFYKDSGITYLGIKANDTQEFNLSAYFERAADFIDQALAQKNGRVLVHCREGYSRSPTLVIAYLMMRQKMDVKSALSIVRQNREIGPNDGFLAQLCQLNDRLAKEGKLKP
TcdB GH inh – TcdB glycohydrolase inhibition. P18177. TcdB glycohydrolase enzymatic assay, plate reader. inhibition, % at 9.99 µM. 0.24% of 350,000 active. AID 652162; in the data active means inhibition above about 10%
3CLpro inhibitor – SARS-CoV 3CLpro protease inhibition; P0C6X7; recombinant SARS-CoV 3CLpro, quenched FRET peptide cleavage; inhibition, % at 6 µM; 0.14% of 290,000 active; in the data active means inhibition above about 12%
Yp Topo-I inh – inhibitors of Yersinia pestis topoisomerase I; Y. pestis Topo-I cleavage product accumulation, plate reader; activity, % at 10 µM; 0.064% of 360,000 active; in the data active means activity above about 50%, passing the limit was not always enough; inconclusive means no clear call, values can overlap the other calls; further: inactives centre near 2
* = called active by the depositor; i = inactive; ? = inconclusive; . = not tested or not shown; & = joins results of further samples. This is a subset; the hit share may differ from the screen's.

SMILES	SSB-PriA inh	MazEF act	Vc quorum ag	Anthrax LF inh2	PfHsp40 yeast	Rv3671c inh	DUSP3 inh	TcdB GH inh	3CLpro inhibitor	Yp Topo-I inh
C=CCNc1ncnc2c1cnn2-c1ccc(C)cc1C	-19.1	12.2	-0.3	-3.9	-1.9	2.5	12.0	1.7	0.9	-3.4
CCc1cccc(C)c1NS(=O)(=O)c1c(C)nc2sccn2c1=O	-0.9	14.1	-0.1	-8.0	-0.4	8.7	13.4	0.6	-2.2	4.7
O=C(COc1ccccc1F)Nc1ccc(S(=O)(=O)N2CCCC2)cc1	-6.6	-10.4	-2.6	2.1	0.1	-15.1	.	1.9	.	-5.3
CCOc1cc(N2CCOCC2)c(OCC)cc1NC(=O)COC(=O)c1cc(C)cc(C)c1	-2.7	7.0	-0.3	-1.2	1.9	-0.9	28.2	0.1	1.0	1.6
N#Cc1cccc(CSc2nnc(CCCO)n2-c2ccccc2)c1	2.1	0.7	i	0.4	-0.3	2.7	35.9	.	2.1	-0.6
Cc1ccc2nc(C3CCCN(C(=O)NCc4ccccc4)C3)[nH]c2c1 (stereo unspecified)	11.4	6.2	-0.4	-3.4	-1.4	2.8	20.0	.	0.6	-3.2
O=C(NCCc1nnc2ccc(SCC(=O)N3CCCC3)nn12)c1ccc(F)cc1	-7.6	3.5	-0.3	2.0	0.7	2.6	44.3	0.7	5.0	8.2
c1ccc(-c2ccc3sccc3n2)cc1	-35.6	-0.1	i	0.1	-1.5	1.9	.	1.2	.	12.9
C/C(Cl)=C\Cn1c(O)c(N=NC(N)=S)c2ccccc21	-3.0	-4.1	-0.3	-7.0	?	-2.0	-0.9	0.3	2.8	4.8
CCN1CCN(CCC(=O)Nc2cccc(C)c2)CC1	13.4	4.7	-0.2	-11.2	-0.4	-4.2	2.3	0.3	-9.7	1.3
Cc1ccc(NC(=O)C2CC3CCC2C3)c(Br)c1 (stereo unspecified)	-10.2	0.1	-0.2	11.9	-0.1	.	31.2	-4.0	-3.4	2.2
S=C1NCC(c2ccccc2)S1 (stereo unspecified)	-7.8	-2.8	i	-1.8	-1.1	.	.	0.6	.	-3.2
CC1(c2ccc3ccccc3c2)NC(=O)N(CC(=O)N2CCCC(C(F)(F)F)C2)C1=O (stereo unspecified)	-14.2	-2.2	i	-12.5	0.7	8.0	.	1.3	.	19.0
S=C(NCCNC(=S)Nc1ccccc1)Nc1ccccc1	-3.1	-1.3	-0.3	-5.7	0.2	0.8	21.9	-0.1	0.1	2.3
O=C(Cc1cccc(NC(=O)C2CCN(S(=O)(=O)c3cccc([N+](=O)[O-])c3)CC2)c1)Nc1cccc(C(=O)N2CCCCC2)c1	-1.2	-3.4	i	-3.3	-0.1	.	.	0.6	.	23.1
CNc1snc(C)c1C(=O)OC(C)C(=O)NCc1ccccc1 (stereo unspecified)	-22.8	0.7	-1.8	-4.7	-1.0	.	.	3.2	.	-2.7
Cc1ccc(C(=O)NCN2CCN(c3ccc(F)cc3)CC2)cc1	0.1	0.4	-0.3	-0.6	-1.3	6.4	.	1.7	.	3.7
CCCn1c2ccccc2c2nnc(SCC(=O)Nc3c(C)n(C)n(-c4ccccc4)c3=O)nc21	7.3	4.7	-0.2	0.8	-1.4	14.5	11.9	1.0	4.3	14.5
Cc1[nH]c2ccccc2c1C(C[N+](=O)[O-])c1cccs1 (stereo unspecified)	6.0&44.0	1.2	i	-1.7	0.2	-8.3	21.7	0.5	2.8	-6.6
O=C1CSC(=S)N1N1C(=O)c2cccc([N+](=O)[O-])c2C1=O	-3.0	.	.	.	.	-9.2	-9.8	.	0.4	.
CC(=O)Nc1ccc(S(=O)(=O)NC2CC(=O)N(c3cccc(F)c3)C2)cc1 (stereo unspecified)	-7.0	5.8	-0.7	-1.3	-1.4	-1.3	.	0.3	.	-1.9
O=C(COc1ncnc2ccccc12)NCC1CCCO1 (stereo unspecified)	-15.2	-9.0	.	1.7	0.3	-6.4	9.9	0.0	3.5	-11.9
Cc1ccc(P(=O)(CO)c2ccc(C)cc2)cc1	-2.3	6.5	0.7	-0.9	8.6	-5.8	-4.2	.	0.3	3.8
CCC(C(=O)Nc1nccs1)(C(F)(F)F)C(F)(F)F	-10.4	2.0	i	-5.6	1.4	2.2	22.1	.	-4.4	2.7
COC(=O)c1cc(OC)nc2c1c(=O)n(C)c(=O)n2C	-16.1	8.2	-0.3	0.5	-0.6	7.6	1.7	.	-1.5	3.2

Additional results follow.
SMILES	SSB-PriA inh	MazEF act	Vc quorum ag	Anthrax LF inh2	PfHsp40 yeast	Rv3671c inh	DUSP3 inh	TcdB GH inh	3CLpro inhibitor	Yp Topo-I inh
Cc1nc(C)n(CC(O)COc2ccc3cc(Br)ccc3c2)n1 (stereo unspecified)	-4.0&-6.2	5.1	-0.3	-4.6	0.4	-11.0	-16.7	.	-1.8	7.7
COc1cc(C(=O)N2CCCc3ccccc32)c([N+](=O)[O-])cc1OC	5.1	-4.3	i	11.5	1.4	-2.3	1.0	0.3	1.9	4.1
O=C(Nc1ccc2ccccc2n1)c1ccc(Cl)cc1	6.0	7.9	i	1.1	3.1	-6.8	19.7	0.2	3.0	1.7
CCCN(CC(=O)Nc1ccccc1C)C(=O)c1ccc(S(=O)(=O)N2CCC(C)CC2)cc1	4.0	-1.1	-0.9	-0.6	0.0	.	.	0.5	.	14.6
COc1ccc(C(=O)OCC(=O)Nc2cc(C)on2)cc1S(=O)(=O)N1CCOCC1	-10.6	9.1	4.5	-6.3	0.0	2.6	14.0	.	-2.5	1.8
CC1CCC2(CC1)NC(=O)N(CC(=O)Nc1ccc3c(c1)OCO3)C2=O (stereo unspecified)	-4.9	2.2	i	7.1	0.6	-16.3	.	3.6	.	0.6
COc1ccc(C(C(=O)NCC2CCCO2)N(Cc2ccccc2)C(=O)c2snc(C(N)=O)c2N)cc1OC (stereo unspecified)	-10.2	6.6	-3.6	-9.7	-0.6	8.8	-28.8	-3.0	-4.4	5.6
Cc1nc(SCc2ccc(C#N)cc2)n[nH]1	-5.0	11.3	4.2	-1.4	-0.9	-4.8	17.9	1.0	-4.5	-0.1
COCCn1c(SCC(=O)Nc2ccccc2)nc2c1c(=O)[nH]c(=O)n2C	-3.0	2.6	0.3	-13.7	-0.5	4.5	20.9	-4.7	2.4	3.4
O=C(CS(=O)(=O)c1cn(Cc2ccc(Cl)cc2)c2ccccc12)N1CCOCC1	-17.0&-2.5	5.3	0.0	-7.0	0.3	1.4	42.7	1.7	0.3	29.3
O=C1/C(=C/c2cccs2)SC(=S)N1NS(=O)(=O)c1ccccc1	3.6	-7.2	-0.4	-1.2	221.6*	2.3	13.6	-6.1	-2.2	2.5
Cn1nccc1C(=O)NC1CC(C)(C)Cc2c1cnn2-c1ccc(F)cc1 (stereo unspecified)	-2.5	3.8	-0.1	-0.3	0.2	-0.2	27.2	2.2	0.1	-9.7
O=C(Nc1ccon1)c1cccc(S(=O)(=O)N2CCCC2)c1	-10.2	1.1	i	4.0	-0.9	2.5	7.2	.	-2.0	9.1
O=C(O)CC(NC(=O)c1ccccc1NC(=O)c1ccccc1)C(=O)O (stereo unspecified)	-22.7	3.0	i	-2.2	-1.9	-4.3	-16.1	.	-4.5	7.6
O=C(c1cccs1)N1CCCC(c2ccccc2)C1 (stereo unspecified)	-18.4	6.6	i	1.9	0.7	-2.9	6.3	.	-3.1	5.2
CC(=O)c1c(C)[nH]c(C(=O)COC(=O)c2ccc(Cl)nc2)c1C	-1.8	3.0	i	0.5	-0.1	-1.7	.	0.7	.	-4.0
O=C(NC1C/C=C\C(c2ccccc2)N(c2ccccc2)C(=O)C1)OCC1c2ccccc2-c2ccccc21 (stereo unspecified)	-2.1	-7.4	0.8	-0.8	0.6	.	.	.	.	26.0
CC(=O)Nc1ccc(C(=O)Cn2c3[n+](c4c(F)c(F)ccc42)CCCCC3)cc1	5.4	11.8	-1.0	-13.4	-0.3	-2.5	-4.6	0.6	0.1	-0.2
Cc1nn(C)cc1C(=O)c1ccccc1	-0.1	4.6	i	2.1	-0.6	-5.4	.	-0.2	.	4.3
COC(=O)C1=C(c2cccc(OCc3ccccc3)c2)C[C@@H]2CC[C@H]1N2C(=O)NCc1ccc(N(C)C)cc1	55.8*	1.5	-0.6	-14.9	-0.4	1.1	.	0.0	.	29.0
C=CCSc1nnc(-c2cc3c(C(F)(F)F)nn(C)c3s2)n1C	2.5	8.1	.	3.0	0.0	-6.8	22.8	.	1.0	3.2
CC(=O)Nc1cc(C(=O)N(C)Cc2ccco2)ccc1Sc1ccc(C)cc1	-4.1	1.0	i	-0.5	0.6	-3.8	21.2	.	4.0	10.2
Cc1ccc(C)c(OCC(=O)NCCNC(=O)COc2cc(C)ccc2C)c1	-11.5	-1.7	-0.3	-2.8	1.1	0.4	17.8	.	-2.8	20.9
CC(=O)c1cccc(NC(=S)NC(=O)c2ccccc2)c1	-5.5	-0.6	-0.4	-0.4	2.5	-5.3	1.5	.	-1.8	11.8
COC(=O)c1sccc1S(=O)(=O)Nc1ccc(C)cc1	-2.6	-7.6	i	-1.6	0.3	-11.9	4.9	5.0	1.6	1.6

Part of the list above, comma-delimited:
Compound,SSB-PriA inh,MazEF act,Vc quorum ag,Anthrax LF inh2,PfHsp40 yeast,Rv3671c inh,DUSP3 inh,TcdB GH inh,3CLpro inhibitor,Yp Topo-I inh
Cn1nccc1C(=O)NC1CC(C)(C)Cc2c1cnn2-c1ccc(F)cc1 (stereo unspecified),-2.5,3.8,-0.1,-0.3,0.2,-0.2,27.2,2.2,0.1,-9.7
CC(=O)Nc1ccc(C(=O)Cn2c3[n+](c4c(F)c(F)ccc42)CCCCC3)cc1,5.4,11.8,-1.0,-13.4,-0.3,-2.5,-4.6,0.6,0.1,-0.2
O=C(c1cccs1)N1CCCC(c2ccccc2)C1 (stereo unspecified),-18.4,6.6,i,1.9,0.7,-2.9,6.3,.,-3.1,5.2
COC(=O)C1=C(c2cccc(OCc3ccccc3)c2)C[C@@H]2CC[C@H]1N2C(=O)NCc1ccc(N(C)C)cc1,55.8*,1.5,-0.6,-14.9,-0.4,1.1,.,0.0,.,29.0
CC1CCC2(CC1)NC(=O)N(CC(=O)Nc1ccc3c(c1)OCO3)C2=O (stereo unspecified),-4.9,2.2,i,7.1,0.6,-16.3,.,3.6,.,0.6
O=C1/C(=C/c2cccs2)SC(=S)N1NS(=O)(=O)c1ccccc1,3.6,-7.2,-0.4,-1.2,221.6*,2.3,13.6,-6.1,-2.2,2.5

Next records
SMILES	SSB-PriA inh	MazEF act	Vc quorum ag	Anthrax LF inh2	PfHsp40 yeast	Rv3671c inh	DUSP3 inh	TcdB GH inh	3CLpro inhibitor	Yp Topo-I inh
O=C1OCc2cccc([N+](=O)[O-])c21	-1.9	10.6	-0.3	-1.4	-1.0	-7.9	41.9	.	-1.4	-6.0
NC(=O)CSc1oc(-c2ccc(F)cc2)nc1S(=O)(=O)c1ccccc1	-9.0	2.9	-2.6	0.4	-0.7	1.4	-9.6	.	-1.4	-0.6
COc1ccc(N2C(=O)C3C(c4ccc(C(=O)O)cc4)NC(Cc4ccccc4)(C(=O)O)C3C2=O)c([N+](=O)[O-])c1 (stereo unspecified)	10.6	3.8	i	-1.6	1.3	9.8	1.1	-0.8	-2.9	-11.6
C[C@@H]1CN([C@H](C)CO)C(=O)c2cc(NC(=O)Cc3cn(C)c4ccccc34)ccc2O[C@H]1CN(C)C(=O)Nc1ccc2c(c1)OCO2	5.4	0.7	-0.8	2.2	0.7	-3.4	.	-0.5&-0.5	.	41.2
OCCOCCNc1ncnc2sc(-c3ccccc3)cc12	-2.9	-9.8	i	-2.2	-0.2	-8.6	28.5	.	4.4	7.2
CSc1nsc(/C=C/Nc2cccc(Cl)c2)c1C#N	-9.9	14.7	.	1.4	0.1	-0.2	21.3	.	1.1	3.5
